HIF activator = HIF pathway transcriptional activation | U2OS HRE-luciferase reporter, luminescence; normalized: DMSO 0%, desferrioxamine 100% | activation, % at 7.5 µM (by protocol) | actives 0.32% (n = 300,000) | AID 1910;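 active = mean activation of at least 10% of the iron chelator positive control signal, with at least half of replicates also reaching 10%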
Platelet DG rel = platelet dense granule release activity. human platelet-rich plasma, SFLLRN dense granule ATP release, luminescence. inhibition, %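 (compounds screened at 7.5 µM in platelet-rich plasma)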. actives 0.22% (n = 300,000);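 active = mean replicate score, as percent of positive control, at or above 50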
RGS4 block = human RGS4 inhibition; B-score at 10 µM; actives 0.45% (n = 310,000); HEK293 M3R/RGS4 inducible, Fluo-4 calcium flux; active compounds read high; triggered by carbachol at its EC20; P49798;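 active = B-score, a plate-corrected calcium signal, over three deviations above library mean, with baseline fluorescence within five deviations of library mean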;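 note: RGS4 expression induced by doxycycline in cells with stable M3 receptor; B-score is computed from the integrated fluorescence ratio over baseline after carbachol; higher B-score means a larger calcium signal and so more RGS4 inhibition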
SKKanGAS inh = inhibitors of SKKanGAS S. pyogenes growth in kanamycin (SK-promoter or general growth effect). inhibition, % at 7.5 µM. BacTiter-Glo, 6 h. actives 1.3% (n = 300,000). AID 1662;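 active = mean replicate score, as percent of positive control median, at least 50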;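 note: strain carries kanamycin resistance gene driven by streptokinase promoter and grows in 40 µg/ml kanamycin; loss of luminescence reflects streptokinase promoter inhibition or plain growth inhibition; 0% = median of DMSO wells and 100% = positive control at its reference dose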
MrgX1 antagonist = antagonists of human MrgX1 receptor. Q96LB2. MRGX1-HEK293 calcium flux, Fluo-4, BAM8-22 antagonism; active compounds read low. B-score at 10 µM. actives 1.3% (n = 310,000). AID 588676;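 active = calcium-response B-score plate-corrected more than 3 library SD below zero, starting fluorescence within 5 deviations, no agonist response on first addition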;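 note: peak minus trough fluorescence over baseline after final BAM8-22 challenge near maximal dose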
MrgX1 allo act = human MrgX1 positive allosteric modulation, primary screen; MrgX1-HEK293, Fluo-4 calcium flux, FDSS; active compounds read high; B-score at 10 µM; actives 0.63% (n = 310,000); AID 588675;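 active = plate-corrected calcium response at least 3 library SD above typical, normal starting fluorescence, not activating the receptor alone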;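 note: compound read alongside a low EC10 to EC30 dose of BAM8-22 agonist; peak minus trough fluorescence over baseline measured at the second addition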
TRPC6 inh = inhibitors of mouse TRPC6 channel. HEK293-TRPC6, membrane potential dye, ACh-evoked depolarization; active compounds read low. actives 1.1% (n = 310,000). B-score at 10 µM. Q61143;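 active = B-score under library mean minus 3 SD, initial fluorescence not abnormally high, positive integrated signal ratio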;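 note: B-score derived from integrated fluorescence ratio over the kinetic read; more negative B-score means stronger inhibition of depolarization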
TRPC6 act = mouse TRPC6 channel activation | Q61143 | HEK293-TRPC6 membrane potential dye fluorescence; active compounds read high | B-score at 10 µM | actives 0.13% (n = 310,000) | AID 2550;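 active = B-score of the integrated fluorescence ratio above library mean plus 3 SD, and starting fluorescence ratio within library mean plus 5 SD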;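 note: higher score means more depolarization so channel activation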
RGS4 act = potentiators or activators of RGS4; AID 463111; HEK293 M3R/inducible RGS4, carbachol calcium flux Fluo4; active compounds read low; B-score at 10 µM; actives 0.92% (n = 310,000);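 active = B-score of the integrated calcium signal more than 4 SD below the library mean, with starting fluorescence not abnormally high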;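 note: negative B-score means reduced calcium response which marks RGS4 activation or potentiation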
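Test system: HEK293 cells with stable M3R and inducible RGS4; also added: carbachol at ECmax as muscarinic agonist stimulus; schedule: dye loading 30 min 37 °C, buffer rest 30 min RT; technique: kinetic calcium fluorescence imaging with Fluo4-AM dye, 2 µM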
MrgX1 agonist = agonists of human MrgX1 receptor; B-score at 10 µM; AID 588627; actives 0.44% (n = 310,000); MrgX1-HEK293 cells, Fluo-4 calcium fluorescence, agonist mode; active compounds read high;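 active = calcium response B-score plate-corrected fluorescence ratio at least 3 library SD, with starting fluorescence B-score inside 5 SD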
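Test system: HEK293 cells stably expressing human MrgX1 receptor; amount: 15,000 cells per well; doses: compound delivered in addition one of three; times: overnight plating before 1 h dye loading; detection: Fluo-4 NW calcium-flux fluorescence, kinetic read; read-out basis: B-scored fluorescence response ratio; controls: positive and negative controls per plate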
TRPC4 inh = inhibitors of mouse TRPC4 channel. actives 0.39% (n = 300,000). HEK293 TRPC4beta/mu-opioid, DAMGO-evoked Fluo4 calcium flux; active compounds read low. Q9QUQ5. B-score at 10 µM. AID 2247;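 active = B-score over 3 SD under the library average, no early fluorescence shift, positive overall ratio signal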
Target sequence (Q9QUQ5 whole entry, looked up): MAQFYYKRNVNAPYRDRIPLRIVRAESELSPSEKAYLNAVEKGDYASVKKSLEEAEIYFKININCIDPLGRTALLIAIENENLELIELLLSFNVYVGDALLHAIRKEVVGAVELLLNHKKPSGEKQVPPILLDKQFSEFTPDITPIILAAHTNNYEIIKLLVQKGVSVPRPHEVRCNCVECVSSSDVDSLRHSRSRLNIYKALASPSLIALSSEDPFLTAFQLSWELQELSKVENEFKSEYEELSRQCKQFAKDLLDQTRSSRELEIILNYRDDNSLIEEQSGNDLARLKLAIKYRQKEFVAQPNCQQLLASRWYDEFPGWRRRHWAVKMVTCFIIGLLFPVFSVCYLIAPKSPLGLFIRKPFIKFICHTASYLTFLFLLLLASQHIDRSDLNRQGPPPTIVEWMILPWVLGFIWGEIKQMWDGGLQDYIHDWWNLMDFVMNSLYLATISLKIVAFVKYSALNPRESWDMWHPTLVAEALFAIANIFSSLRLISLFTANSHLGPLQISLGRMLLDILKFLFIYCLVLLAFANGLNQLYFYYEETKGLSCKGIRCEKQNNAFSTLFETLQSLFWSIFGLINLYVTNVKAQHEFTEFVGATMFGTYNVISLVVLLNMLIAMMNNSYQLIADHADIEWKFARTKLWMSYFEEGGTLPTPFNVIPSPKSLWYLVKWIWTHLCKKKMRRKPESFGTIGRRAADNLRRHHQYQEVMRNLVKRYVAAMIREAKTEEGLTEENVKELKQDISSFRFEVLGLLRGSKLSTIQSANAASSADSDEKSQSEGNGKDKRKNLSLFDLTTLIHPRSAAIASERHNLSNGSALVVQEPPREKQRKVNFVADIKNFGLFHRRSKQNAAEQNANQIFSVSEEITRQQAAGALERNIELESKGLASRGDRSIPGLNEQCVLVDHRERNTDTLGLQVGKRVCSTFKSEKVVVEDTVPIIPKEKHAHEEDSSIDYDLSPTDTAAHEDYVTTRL
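test system = HEK293 cells with stable TRPC4beta plus mu-opioid receptor expression | detection = Fluo4 Ca2+ flux fluorescence | read-out = integrated fluorescence ratio relative to baseline, converted to per-well B score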
Numbers without * were called inactive; i = inactive; · = not tested or not shown; & = joins results of further samples.

SMILES	HIF activator	Platelet DG rel	RGS4 block	SKKanGAS inh	MrgX1 antagonist	MrgX1 allo act	TRPC6 inh	TRPC6 act	RGS4 act	MrgX1 agonist	TRPC4 inh
CCN1C(=O)C2(C(C#N)=C(N)Oc3c2c(C)nn3-c2ccccc2)c2ccccc21 (centres undefined)	0.2	-5	i	-3	i	i	i	i	i	i	i
CC(CC(=O)Nc1ccc2c(c1)OCCO2)c1ccccc1 (centres undefined)	2.7	-2	i	-5	i	i	i	i	i	i	i
O=C(N/N=C/c1cccs1)/C(=C/c1ccccc1)NC(=O)c1ccccc1	-1.3	3	i	-5	i	i	i	i	i	i	i
O=C(CNC(=O)c1ccc(OC(F)F)cc1)NCc1ccccn1	0.0	-3	i	-4	i	i	i	i	i	i	i
Cc1cc(C)[n+]2n1C(=O)C(c1ccccc1)=C2[O-]	0.8&1.0	10&6	i	8&3	i	i	i	i	i	i	i
CC(C)Nc1nc(NC(C)C)nc(SCCOC(=O)Nc2ccc(Cl)cc2Cl)n1	-0.2	-11	i	34	i	i	i	i	i	i	i
CCCCOCP(=O)(CC)COCCCC	0.1	-1	i	-4	i	i	i	i	i	i	i
Cc1c(C(=O)NC2CCCc3ccccc32)oc2ccc(S(=O)(=O)N3CCCCC3)cc12 (centres undefined)	-0.4	3	i	7	i	i	i	i	i	i	i
O=C(COC(=O)CCC(=O)c1cccs1)NC(=O)c1ccc(OC(F)F)cc1	-0.5	-14	i	-18	i	i	i	i	i	i	i
Cc1ccc(S(=O)(=O)C(CCC(=O)c2ccc(Cl)cc2)C(N)=O)cc1 (centres undefined)	-0.2	1	i	-4	i	i	i	i	i	i	i
O=C(CN1C(=O)c2ccccc2S1(=O)=O)NC1CC2CCC1C2 (centres undefined)	·	7	i	3	i	i	i	i	i	i	i
Nc1ccc(CN2CCOCC2)cc1	0.3	4	i	2	i	i	i	i	i	i	i
COc1ccc(CCNC(=O)COc2ccc(S(=O)(=O)NCC(C)C)cc2Cl)cc1OC	-0.4	-6	i	1	i	i	i	i	i	i	i
Cc1cccc(NC(=O)CNC(=O)N2CC(=O)Nc3ccccc32)c1C	0.6	2	i	4	i	i	i	i	i	i	i
CC(NC(=O)c1ccc(-c2cc(C(F)(F)F)ccc2Cl)o1)c1ccccc1 (centres undefined)	1.7	-2	i	-2	i	i	i	i	i	i	i
O=S(=O)(Nc1ncn[nH]1)c1ccc(Cl)cc1	0.6	33	i	-2	i	i	i	i	i	i	i
CCCCCCCOc1ccc(OC(=O)c2ccncc2)cc1	0.2	1	i	12	i	i	i	i	i	i	i
CCC1Sc2ccc(S(=O)(=O)CCC(=O)N3CCc4ccccc43)cc2NC1=O (centres undefined)	-0.3	-9	i	4	i	i	i	i	i	i	i
NS(=O)(=O)c1ccc(NC(=O)c2cc(=O)c3ccccc3o2)cc1	-0.2	-1	i	6	i	i	i	i	i	i	i
Cc1occc1C(=O)N/N=C/c1c(O)ccc2ccccc12	91*	4	i	94*	i	i	i	i	i	i	i
COc1cc(C(=O)NC(C)Cc2cccs2)cc(OC)c1OC (centres undefined)	0.3	1	i	3	i	i	i	i	i	i	i
CCOC(=O)CCn1nc(-c2ccc(C)cc2)c2ccccc2c1=O	0.1	-5	i	0	i	i	-5.5*	i	i	i	i
COc1ccc(NC(=O)c2cc([N+](=O)[O-])ccc2N2CCN(C)CC2)cc1	-0.2	15	i	1	i	i	i	i	i	i	i
O=C(Nc1nc2ccccc2s1)c1ccc(OCC2CCCO2)cc1 (centres undefined)	0.0	3	i	3	i	i	i	i	i	i	i
O=C(Cn1cnnn1)NCc1ccccc1	1.5	0	i	0	i	i	i	i	i	i	i
CSc1nnc(-c2ccc(F)cc2)o1	0.3	10	i	7	i	i	i	i	i	i	i
CC1Cc2ccccc2N1C(=O)COC(=O)CSc1ccc(F)cc1 (centres undefined)	-0.1	-11	i	-4	i	i	i	i	i	i	i
N#C/C(=N\Nc1ccc(Cl)cc1)C(=N)N1CCCCCC1	-0.1	-2	i	5	i	i	i	i	i	i	i
O=C(CCc1nnc(CCCc2ccccc2)o1)NCC(F)(F)F	0.6	3	i	-9	i	i	i	i	i	i	i
COc1ccccc1/C=N/n1nnnc1N	-0.3	1	i	9	i	i	i	i	i	i	i

3 compounds from above with just MrgX1 allo act and MrgX1 agonist.
smiles | MrgX1 allo act | MrgX1 agonist
Cc1occc1C(=O)N/N=C/c1c(O)ccc2ccccc12 | i | i
COc1cc(C(=O)NC(C)Cc2cccs2)cc(OC)c1OC (centres undefined) | i | i
CCOC(=O)CCn1nc(-c2ccc(C)cc2)c2ccccc2c1=O | i | i

(continued)
SMILES	HIF activator	Platelet DG rel	RGS4 block	SKKanGAS inh	MrgX1 antagonist	MrgX1 allo act	TRPC6 inh	TRPC6 act	RGS4 act	MrgX1 agonist	TRPC4 inh
CC(C)c1cc(C(=O)N2CCCC(Nc3ccc(F)c(F)c3)C2)nc(N)n1 (centres undefined)	-1.5	-3	i	0	i	i	i	i	i	i	i
COC(=O)C1CCN(C(=O)COC(=O)c2ccc3[nH]c4c(c3c2)CCCC4)CC1	-0.2	-12	i	-9	i	i	i	i	i	i	i
CCn1c(COc2ccc(C)cc2)nnc1SCC(=O)Nc1ccc(S(N)(=O)=O)cc1	-0.5	-6	i	-9	i	i	i	i	i	i	i
CCOC(=O)NC(=O)/C(C#N)=C/c1ccc(N(C)C)cc1	1.0	-27	i	-2	i	i	i	i	i	54*	i
Cc1ccc(S(=O)(=O)C2(C(=O)Nc3cccc(F)c3)CC2)cc1	0.1	-12	i	0	i	i	i	i	i	i	i
COc1ccc(Br)cc1C(=O)Nc1ccc(C(=O)O)cc1	·	1	i	13	i	i	i	i	i	i	i
O=C(c1ccc([N+](=O)[O-])cc1)N1CCC(n2nnc3cc(F)ccc32)CC1	-1.0	8	i	5	i	i	i	i	i	i	i
CCN1C(=O)CSC1=NC12CC3CC(CC(C3)C1)C2	-0.4	-5	i	-4	i	i	i	i	i	i	-5*
O=C(N/N=C/c1ccco1)c1[nH]ncc1Br	·	·	i	·	i	i	i	i	i	i	i
NC(=O)C1CCN(C(=O)c2ccccc2CCc2ccccc2)CC1	-0.8	5	i	-5	i	i	i	i	i	i	i
O=C(NCc1ccc2c(c1)OCO2)C(C(=O)c1ccccc1)n1cc(Cl)ccc1=O (centres undefined)	-0.3	-5	i	2	i	i	i	i	i	i	i
COC(=O)c1cn[nH]c1NC(=S)Nc1ccc(Cl)c(Cl)c1	2.3	-1	i	8	i	i	i	i	i	i	i
CN(CC(=O)Nc1ccccc1Cl)C(=O)COc1cccc2c1OC(C)(C)C2	0.1	-8	i	-19	-5.2*	i	i	i	i	i	i
S=C(NCc1ccccc1)Nc1ccc(Oc2ccccc2)cc1	-15	-8	i	0	i	i	i	i	i	i	i
Cc1cc(C)cc(OC(=O)N2CCOCC2)c1	-0.4	19	i	0	i	i	i	i	i	i	i
C[C@H](NC(=O)OCc1ccccc1)c1nnc([C@H](C)NC(=O)OCc2ccccc2)o1	0.4	1	i	0	i	i	i	i	i	i	i
Cc1cccc(Cn2c(C)nc3ccc([N+](=O)[O-])cc3c2=O)c1	-1.3	-2	i	6	i	i	i	i	i	i	i
Cc1ccc(S(=O)(=O)N2CCOCC2)cc1C(=O)NCC1CCCO1 (centres undefined)	-0.2	-10	i	36	i	i	i	i	i	i	i
CCOc1ccc(NS(=O)(=O)c2ccc(NC(=S)NC(=O)C(C)C)cc2)cc1	-0.4	0	i	5	i	i	i	i	i	i	i
O=C1Nc2ccc(Cl)cc2C12OCCCO2	-0.4	2	i	0	i	i	i	i	i	i	i
C=CCNc1sc(C(=O)c2ccc(Br)s2)c(N)c1C#N	0.6	3	i	-4	i	i	i	i	i	i	i
CN(C)S(=O)(=O)c1ccc(C(=O)Nc2nnc(SCc3ccccc3)s2)cc1	0.4	-6	i	-5	i	i	i	i	i	i	i
O=C(CN1CCCC1=O)NC1CCCc2c1cnn2-c1cc(F)cc(F)c1 (centres undefined)	0.8	0	i	1	i	i	i	i	i	i	i
S=C(NCc1ccccc1)N1CCn2cccc2C1c1ccncc1 (centres undefined)	-0.8	6	i	6	i	i	i	i	i	i	i
O=C(Cn1cnc2cc([N+](=O)[O-])ccc2c1=O)Nc1cccc(S(=O)(=O)N2CCOCC2)c1	-0.8	0	i	6	i	i	i	i	i	i	i
Cc1nc2ccccc2cc1OCc1ccc(F)cc1	1.3	11	i	·	i	12*	i	i	i	i	i
CCn1c(=N)n(CC(=O)c2ccc(Br)s2)c2ccccc21	1.2	0	i	-2	i	i	i	i	i	i	-6*
COCCn1c(SCC(=O)NC(=O)NC(C)C)nc2ccccc21	-0.2	-4	i	-1	i	i	i	i	i	i	i
COc1ccccc1NS(=O)(=O)c1cc(C(=O)NCC(c2cccs2)N2CCOCC2)ccc1C (centres undefined)	-14	2	i	-1	i	i	i	i	i	i	i
C=CCNC(=S)NNC(=O)CCC(O)COCCC(C)C (centres undefined)	0.4	0	i	12	i	i	i	i	i	i	i

Two entries drawn at random from those above, as already listed:
SMILES	HIF activator	Platelet DG rel	RGS4 block	SKKanGAS inh	MrgX1 antagonist	MrgX1 allo act	TRPC6 inh	TRPC6 act	RGS4 act	MrgX1 agonist	TRPC4 inh
Cc1cccc(Cn2c(C)nc3ccc([N+](=O)[O-])cc3c2=O)c1	-1.3	-2	i	6	i	i	i	i	i	i	i
O=C(N/N=C/c1ccco1)c1[nH]ncc1Br	·	·	i	·	i	i	i	i	i	i	i

Additional structures:
SMILES	HIF activator	Platelet DG rel	RGS4 block	SKKanGAS inh	MrgX1 antagonist	MrgX1 allo act	TRPC6 inh	TRPC6 act	RGS4 act	MrgX1 agonist	TRPC4 inh
COc1ccc2c(c1)OC(O)(C(F)F)CC2=O (centres undefined)	-0.1	0	i	-8	i	i	i	i	i	i	i
Cc1cc(=O)oc(C)c1C(=O)Nc1ccc(F)cc1	-0.6	11	i	0	i	i	i	i	i	i	i
Cc1c(NC(=O)c2ccc(S(=O)(=O)N3CCOCC3)cc2)cccc1[N+](=O)[O-]	-0.5	14	i	2	i	i	i	i	i	i	i
COc1cccc2c1OCC([C@@H]1C[C@H]3CN(Cc4cccc(Cl)c4)C(=O)[C@]34CCCN14)=C2	1.3	-5	i	5	i	i	i	i	i	i	i
COc1ccc(NC(=O)C2CCN(S(=O)(=O)c3cccc4nonc34)CC2)cc1	0.6	-3	i	2	i	i	i	i	i	i	i
